D2 agonist: activates the human D2 dopamine receptor; HEK293 T-REx D2 cells, calcium flux agonist mode; activation, % at 2 µM; 0.53% of 340,000 active; AID 485358;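 active means activation over 3 SD above normal in the single-dose calcium agonist read, cut at about 30% in these data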; further: 0% is about no effect
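Tetracycline-induced HEK293 Trex cells with D2 receptor force-coupled to calcium signaling, plated overnight at 30 C and loaded with no-wash calcium dye. Calcium flux read kinetically for 180 s after compound addition; responses flag agonists.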
D2 potentiator: positively modulates the human D2 dopamine receptor allosterically; P14416; HEK293 T-REx D2, calcium flux, EC20 dopamine potentiation; potentiation, % at 10 µM; 0.34% of 340,000 active; AID 485347;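 active means potentiation over 3 SD above the plate norm, cut at about 30% in these data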; further: 0% is about no effect
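Cells plated with tetracycline inducer and held overnight at 30 C; calcium dye loaded 30–90 min at room temperature; baseline taken, compound added and read 180 s; EC20 dopamine then added and read 180 s.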
D1 PAM: human D1 dopamine receptor positive modulation; potentiation, % at 10 µM; P21728; 0.036% of 360,000 active; HEK293 TREx D1 cells, calcium flux, dopamine EC20 potentiation; in the data active means potentiation above about 30%; further: 0% is about no effect
Target sequence (P21728 whole entry, looked up): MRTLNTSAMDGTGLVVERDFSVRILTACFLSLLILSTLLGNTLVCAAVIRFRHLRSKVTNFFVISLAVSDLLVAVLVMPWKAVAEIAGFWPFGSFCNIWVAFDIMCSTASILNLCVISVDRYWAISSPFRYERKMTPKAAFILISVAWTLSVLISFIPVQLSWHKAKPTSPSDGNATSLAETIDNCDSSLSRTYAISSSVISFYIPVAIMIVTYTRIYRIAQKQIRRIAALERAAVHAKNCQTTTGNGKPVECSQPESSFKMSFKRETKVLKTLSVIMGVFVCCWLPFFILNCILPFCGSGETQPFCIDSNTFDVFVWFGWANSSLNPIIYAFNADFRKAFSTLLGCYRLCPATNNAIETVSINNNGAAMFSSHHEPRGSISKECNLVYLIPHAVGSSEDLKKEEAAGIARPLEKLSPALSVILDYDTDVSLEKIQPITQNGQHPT
TRHR PAM: allosteric enhancers of human TRH receptor; AID 493056; 0.66% of 360,000 active; TRHR cells, fluo-8 calcium fluorescence, EC20 TRH enhancement; enhancement, % at 2 µM; P34981; in the data active means enhancement above about 30%; further: 0% is about no effect
Target sequence (P34981 whole entry, looked up): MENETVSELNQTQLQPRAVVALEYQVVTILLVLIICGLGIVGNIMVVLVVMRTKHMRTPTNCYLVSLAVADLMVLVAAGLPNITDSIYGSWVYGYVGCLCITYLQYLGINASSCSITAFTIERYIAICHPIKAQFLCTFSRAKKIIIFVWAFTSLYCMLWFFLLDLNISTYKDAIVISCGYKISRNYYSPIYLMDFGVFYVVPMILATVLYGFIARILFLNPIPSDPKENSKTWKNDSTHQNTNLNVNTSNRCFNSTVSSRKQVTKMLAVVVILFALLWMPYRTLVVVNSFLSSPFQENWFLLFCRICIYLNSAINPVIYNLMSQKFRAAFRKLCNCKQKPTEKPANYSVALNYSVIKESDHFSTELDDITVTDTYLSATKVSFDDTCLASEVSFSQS
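Enhancer read-out: after compound pinning and an initial kinetic agonist-mode read, an EC20 of TRH (10 nM final) was injected and fluo-8 calcium signal (Ex 480/Em 530) followed at 1 s/cycle for 100 cycles in TRHR-expressing cells.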
D2 antag: antagonizes the human D2 dopamine receptor; AID 485344; 2% of 340,000 active; P14416; inhibition, % at 10 µM; HEK293 TREx D2 cells, calcium flux, dopamine EC80; in the data active means inhibition above about 30%; further: 0% is about no effect
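Overnight-induced (tetracycline, 30 C) HEK293 T-REx cells carrying force-coupled D2 receive a no-wash calcium dye, then compound, then EC80 dopamine at 180 s; signals are read kinetically throughout.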
TRHR agonist: activates the human TRH receptor; AID 493084; TRHR cells, calcium flux fluo-8, FDSS agonist mode; 0.18% of 360,000 active; P34981; activation, % at 2 µM; further: 0% is about no effect
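TRHR-expressing cells, plated overnight in medium with 10% serum, were loaded with fluo-8 calcium dye at room temperature. After a 10 s baseline, library compound was pin-added and calcium release was recorded kinetically (ex 480/em 530) as agonist response.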
RXFP1 antag: RXFP1 (human) relaxin receptor antagonism; Q9HBX9; HEK293-RXFP1, relaxin-stimulated cAMP HTRF, 30 min; active compounds read low; activity change, negative = inhibition, % at 57.5 µM; 0.59% of 350,000 active; AID 1259400;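 active means activity change of -60% or lower, but not beyond a set lower limit; inconclusive means change between -60% and -40%, or beyond the set limit; inactive means change above -40%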; further: on the % scale 0 is the no-effect control and ±100 the full control effect
D1 ag: activates the human D1 dopamine receptor; P21728; activation, % at 2 µM; 1% of 360,000 active; HEK293 T-REx D1 cells, calcium flux, agonist mode; AID 504660; further: 0% is about no effect
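Agonism was scored from calcium flux recorded over 180 s (1 read/s) after pintool compound addition, following a 10-cycle baseline. Cells were inducible force-coupled HEK293 TREx D1, plated overnight at 30 C and loaded with no-wash calcium dye.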
D1 antag: blocks dopamine activation of the human D1 receptor; HEK293 TREx D1 cells, calcium flux, dopamine EC80; active compounds read low; 3.2% of 360,000 active; activity change, negative = inhibition, % at 10 µM; P21728; in the data active means activity change below about -30%; further: on the % scale 0 is the no-effect control and ±100 the full control effect
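Using tetracycline-induced force-coupled D1 Hek293 cells and a calcium dye, signals were followed for 180 s after compound, then for 180 s after EC80 dopamine, to detect inhibitors.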
* = called active by the depositor; ? = inconclusive; / = no result given. Unless noted, no stated cut-off is given here; in the data, active means activation above about 30%; inactive means the rest.

#1 CC(=O)OC1CC(C)(C)N(OC(=O)c2ccccc2)C(C)(C)C1
#2 CCCCn1nnnc1SCC(=O)NC1CCCCC1
#3 Cc1ccc(NC(=O)c2snc3c(=O)[nH]cnc23)cc1C
#4 COc1ccc(C(=O)N=c2sc3ccccc3n2C)cc1OC
#5 COc1ccccc1CNC(=O)c1ccc(N2CCCC2)c(NC(=O)NCc2ccc(C)cc2)c1
assay / entry	1	2	3	4	5
D2 agonist	0.1	/	0.5	-1.0	/
D2 potentiator	3	/	1	13	-4
D1 PAM	6	-7	-1	10	-1
TRHR PAM	-1	1	10	0	6
D2 antag	-26	/	5	-6	/
TRHR agonist	0.0	-1.1	-0.3	0.0	-0.5
RXFP1 antag	3	0	/	-11	-3
D1 ag	1	3	2	2	7
D1 antag	-17	21	-2	9	15

#6 COc1cccc2sc(NNC(=O)COc3ccccc3)nc12
#7 N#Cc1cc2c([nH]c1=O)CCCC2
#8 O=C(C1=NN[C@@H]2C(=O)N(Cc3ccccc3)C(=O)[C@H]12)c1ccc(F)cc1
#9 NC(=O)c1ccsc1NC(=O)CSc1nnc2ccccn12
#10 COc1cccc(CN2CC(C(=O)N(C)CCCC3CCCC3)CCC2=O)c1 (configuration not stated)
assay / entry	6	7	8	9	10
D2 agonist	-0.4	0.5	-0.3	1.2	-0.2
D2 potentiator	5	7	-14	-1	-6
D1 PAM	-1	-5	-7	5	-8
TRHR PAM	-1	-4	1	0	2
D2 antag	11	26	1	-10	4
TRHR agonist	-0.4	0.6	0.1	0.6	-0.6
RXFP1 antag	7	-1	-17	-5	-3
D1 ag	0	0	1	4	0
D1 antag	1	2	7	24	-15

#11 O=C(N/N=C/c1cccc(O)c1)c1ccc(NC(=O)C2CCCCC2)cc1
#12 COc1ccc(C(=O)Nc2ccc(NC(=O)c3ccccc3F)cn2)cc1
#13 COc1ccccc1NC(=O)CSc1nc2sc3c(c2c(=O)n1-c1ccccc1)CCN(C)C3
#14 Clc1ccc(-c2nnc(C3CC3)o2)cc1
#15 Cc1onc(-c2ccccc2)c1C(=O)Nc1ccncc1
assay / entry	11	12	13	14	15
D2 agonist	0.7	-0.4	2.7	-1.2	0.2
D2 potentiator	8	-8	-16	-3	-1
D1 PAM	-2	-8	3	1	-1
TRHR PAM	27	-8	10	2	4
D2 antag	5	6	18	-13	6
TRHR agonist	1.9	-0.9	5.7	0.3	0.3
RXFP1 antag	-4	-14	-19	15	9
D1 ag	10	6	1	1	0
D1 antag	-14	-8	16	-2	2

#16 CCn1c(SCC(=O)N/N=C/C=C\c2ccccc2[N+](=O)[O-])nc2ccccc21
#17 Cc1nn(C)cc1CNCc1ccc(OCC(O)CN(C)Cc2ccccc2)cc1 (configuration not stated)
#18 O=C(COc1ccc(Cl)cc1)NCc1nnc(SCC(=O)Nc2ccc3c(c2)OCCO3)o1
#19 COc1cccc(/C=C(\C)C(=O)c2c(C)cc(C)[nH]c2=O)c1OC
#20 Cc1ccc(CNC(=O)C2CCCN(S(=O)(=O)c3cn(C)cn3)C2)cc1 (configuration not stated)
assay / entry	16	17	18	19	20
D2 agonist	-0.2	1.6	-1.3	0.2	2.1
D2 potentiator	0	10	13	-10	-1
D1 PAM	-10	-1	-2	-6	-1
TRHR PAM	8	-3	2	3	-5
D2 antag	0	-9	3	1	/
TRHR agonist	-1.1	2.0	-0.6	-0.5	0.1
RXFP1 antag	4	1	8	3	5
D1 ag	2	6	0	4	-2
D1 antag	0	-14	0	-8	-6

#21 COc1ccccc1C1C2=C(COC2=O)Nc2cc3c(cc21)OCO3 (configuration not stated)
#22 CSc1nnc2c3ccccc3c3ccccc3c2n1
#23 CCCN1C(=O)c2ccccc2NC1c1ccc(C)cc1 (configuration not stated)
#24 S=C(NCCN1CCOCC1)N/N=C/c1c2ccccc2cc2ccccc12
#25 Cc1cc(C)c2c3c(oc2n1)C(=O)N(c1cccc(Cl)c1)CC(=O)N3
assay / entry	21	22	23	24	25
D2 agonist	0.4	-0.7	-0.8	2.0	1.3
D2 potentiator	-7	11	5	-4	-1
D1 PAM	6	1	-4	1	-4
TRHR PAM	1	-11	-4	-3	-4
D2 antag	2	20	-3	1	-2
TRHR agonist	-0.3	-0.2	-0.9	5.3	-0.3
RXFP1 antag	-13	-7	-23	6	-12
D1 ag	23	2	1	32*	1
D1 antag	1	-1	-1	-3	-1

#26 Nc1ccc(S(=O)(=O)Nc2nccc(/C=C/c3ccc(Br)s3)n2)cc1
#27 Cc1ccc(-n2ncc3c2CC(C)(C)CC3NC(=O)CCCN2CCCC2=O)cc1 (configuration not stated)
#28 O=S(=O)(c1cccc(F)c1)N1CCN(C(=S)NCc2ccccc2)CC1
#29 CCn1c(C)c(C(C)=O)c(N2CCN(C(=O)c3ccco3)CC2)nc1=S
#30 O=C(O)C1C2C=CC(C2)C1C(=O)NCc1cccc(Cl)c1 (configuration not stated)
assay / entry	26	27	28	29	30
D2 agonist	0.5	-1.4	1.6	/	0.3
D2 potentiator	3	5	-3	/	-1
D1 PAM	-2	4	2	-4	-7
TRHR PAM	3	2	-9	-2	4
D2 antag	-1	-14	-5	/	-10
TRHR agonist	-1.6	0.6	0.3	0.9	0.1
RXFP1 antag	-6	23	-6	5	-2
D1 ag	9	3	12	4	-2
D1 antag	9	5	-11	7	-2

#31 S=C(NCC1CCCO1)Nc1ccc(Nc2ccccc2)cc1 (configuration not stated)
#32 CCC(C)NC(=O)c1ccc2c(c1)N(Cc1ccccc1)C(=O)c1ccccc1S2 (configuration not stated)
#33 COCCCNS(=O)(=O)c1cc2c3c(c1)C(C)C(=O)N3CCC2 (configuration not stated)
#34 COc1ccccc1NC(=O)c1ccc(C)s1
#35 CC(=O)NC(c1ccco1)c1cc(Cl)c2ccc(N3CCCCC3)nc2c1O (configuration not stated)
assay / entry	31	32	33	34	35
D2 agonist	0.8	-0.6	-1.0	-4.0	/
D2 potentiator	-4	-17	9	3	/
D1 PAM	-8	0	2	-14	11
TRHR PAM	3	0	5	-1	-3
D2 antag	40*	/	-4	-12	/
TRHR agonist	0.4	-0.9	-0.6	-0.6	3.3
RXFP1 antag	-18	-6	-2	9	/
D1 ag	12	1	3	0	7
D1 antag	-34*	11	0	12	23

#36 COc1cccc(SCc2noc(C(=O)NCC3CCCO3)c2C(=O)O)c1 (configuration not stated)
#37 Nc1ccc(N2CCN(c3ccc(Cl)c(Cl)c3)CC2)cc1
#38 COc1ccc(C2=Nn3c(nnc3-c3cccnc3)SC2)cc1OC
#39 CC(=O)c1c(C)[nH]c(C(=O)OCC(=O)Nc2cc(C(F)(F)F)ccc2N2CCOCC2)c1C
#40 CC(OC(=O)/C=C/c1cccs1)C(=O)Nc1ccc(S(N)(=O)=O)cc1 (configuration not stated)
assay / entry	36	37	38	39	40
D2 agonist	-0.3	0.7	1.4	0.1	2.1
D2 potentiator	-4	8	-2	19	7
D1 PAM	2	-9	0	-5	6
TRHR PAM	-3	8	8	-5	9
D2 antag	0	-5	2	-14	-19
TRHR agonist	0.6	0.6	0.7	0.3	-0.6
RXFP1 antag	/	-6	-4	-5	9
D1 ag	-1	10	0	1	7
D1 antag	7	17	3	-18	2

#41 COc1cc(OC)c(S(=O)(=O)Nc2ccc(C(=O)O)cc2)cc1S(=O)(=O)Nc1ccc(C(=O)O)cc1
#42 COc1cccc(Nc2ncnc3nc[nH]c23)c1
#43 O=C(NCCNC1CCC(c2ccccc2)CC1)c1ccc(F)cc1 (configuration not stated)
#44 CC(=O)c1ccc(-c2csc3ncnc(Sc4nnnn4C)c23)cc1
#45 Cc1cccc(N2CCN(C(=O)CCCn3c(=S)[nH]c4cc5c(cc4c3=O)OCO5)CC2)c1C
assay / entry	41	42	43	44	45
D2 agonist	0.8	1.2	2.9	/	0.3
D2 potentiator	12	3	-24	/	3
D1 PAM	-3	-7	-10	6	-2
TRHR PAM	-4	-1	3	3	-1
D2 antag	4	14	85*	/	10
TRHR agonist	0.1	0.2	2.2	-0.3	-0.3
RXFP1 antag	10	/	-19	/	?
D1 ag	3	-3	52*	9	2
D1 antag	12	8	-37*	-4	-2

#46 O=C(COc1cccnc1[N+](=O)[O-])N1N=C(c2ccc(Cl)cc2)CC1c1ccco1 (configuration not stated)
#47 Cc1ccc(NC(=O)C(c2ccc(Cl)cc2Cl)N2CCCC2)cc1 (configuration not stated)
#48 Cc1ccccc1NC(=O)NCCCN1CCN(c2ccccc2)CC1
#49 Cc1cccc(C=Nc2ccc3c(c2)oc2ccccc23)c1O
#50 COc1cccc(-n2c(=O)c3c(C)c(C)sc3n(CC(=O)Nc3ccccc3OC)c2=O)c1
assay / entry	46	47	48	49	50
D2 agonist	0.5	-0.6	77*	-1.4	0.8
D2 potentiator	-3	-7	-22	-7	-5
D1 PAM	-1	-2	-9	-8	0
TRHR PAM	-3	2	-3	4	12
D2 antag	9	-9	79*	-9	/
TRHR agonist	0.0	1.5	-0.8	-1.3	1.2
RXFP1 antag	-3	-30	13	6	-3
D1 ag	7	3	2	2	4
D1 antag	15	8	-25	6	-7

Some of these compounds in order of molecular weight, rising.
#42 COc1cccc(Nc2ncnc3nc[nH]c23)c1
#15 Cc1onc(-c2ccccc2)c1C(=O)Nc1ccncc1
#23 CCCN1C(=O)c2ccccc2NC1c1ccc(C)cc1 (configuration not stated)
#30 O=C(O)C1C2C=CC(C2)C1C(=O)NCc1cccc(Cl)c1 (configuration not stated)
#37 Nc1ccc(N2CCN(c3ccc(Cl)c(Cl)c3)CC2)cc1
#38 COc1ccc(C2=Nn3c(nnc3-c3cccnc3)SC2)cc1OC
#28 O=S(=O)(c1cccc(F)c1)N1CCN(C(=S)NCc2ccccc2)CC1
assay / entry	42	15	23	30	37	38	28
D2 agonist	1.2	0.2	-0.8	0.3	0.7	1.4	1.6
D2 potentiator	3	-1	5	-1	8	-2	-3
D1 PAM	-7	-1	-4	-7	-9	0	2
TRHR PAM	-1	4	-4	4	8	8	-9
D2 antag	14	6	-3	-10	-5	2	-5
TRHR agonist	0.2	0.3	-0.9	0.1	0.6	0.7	0.3
RXFP1 antag	/	9	-23	-2	-6	-4	-6
D1 ag	-3	0	1	-2	10	0	12
D1 antag	8	2	-1	-2	17	3	-11

#27 Cc1ccc(-n2ncc3c2CC(C)(C)CC3NC(=O)CCCN2CCCC2=O)cc1 (configuration not stated)
assay / entry	27
D2 agonist	-1.4
D2 potentiator	5
D1 PAM	4
TRHR PAM	2
D2 antag	-14
TRHR agonist	0.6
RXFP1 antag	23
D1 ag	3
D1 antag	5

(listing goes on)
#51 O=C(NC1CCN(Cc2ccccc2)CC1)c1cccc(S(=O)(=O)Nc2ccc(Br)cc2)c1
#52 COc1ccc(S(=O)(=O)N2CCN(C(=O)C3CC3)CC2)cc1Br
#53 Cc1ccc(Cl)cc1NS(=O)(=O)c1ccc(N2CCCCS2(=O)=O)cc1
#54 COc1ccc(CNCCC2(O)CC(C)N(C)CC2C)cc1OC (configuration not stated)
#55 COc1ccc(-c2cc(C(=O)N3CCN(c4ccccc4OC)CC3)no2)cc1
assay / entry	51	52	53	54	55
D2 agonist	1.0	0.5	2.2	0.3	0.2
D2 potentiator	-17	8	1	-5	4
D1 PAM	-8	-2	1	-5	0
TRHR PAM	16	2	4	-1	5
D2 antag	34*	3	/	0	6
TRHR agonist	0.2	0.7	-1.5	-0.4	-0.6
RXFP1 antag	-6	1	15	-13	9
D1 ag	9	4	27	3	4
D1 antag	6	-3	-16	-5	1

Screening data: PubChem, National Center for Advancing Translational Sciences (NCATS)
